PABP1 MLLE inh: inhibitors of PABP1 MLLE–PAM2 peptide binding, primary screen, biochemical, fluorescence polarization, FITC-PAM2, GST-MLLE; AID 588489, 2011; inhibition, % at 20 µM; Polyadenylate-binding protein 1 (Homo sapiens), P11940; 360,000 tested, 0.36% active; in the data active = inhibition above about 35%, passing the limit was not always enough;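 also: plate controls were DMSO wells with GST-MLLE for no effect and wells lacking GST-MLLE protein for full effect; some results filed as inactive read as strong as hits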
TbMetRS inhib: T. brucei MetRS inhibitors, primary screen, biochemical, luminescence; 360,000 tested, 0.4% active; methionyl-tRNA synthetase (Trypanosoma brucei brucei); purified T. brucei MetRS, ATP depletion, Kinase-Glo luminescence; AID 624268, 2012; inhibition, % at 11.9 µM;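 active = inhibition above a per-plate cutoff of the control wells' mean inhibition plus 3 SD, cut at about 5.5% in these data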;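 also: 0% = DMSO wells median and 100% = median of wells with control inhibitor compound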
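assay system = parasite MetRS enzyme | timing = 15 min preincubation, 2 h reaction, all 25 °C | evaluation = percent inhibition relative to median high and low control wells | medium = HEPES buffer containing pyrophosphatase, BSA, spermine, DTT | compound = single dose, 11.9 µM final nominal, 0.9% final DMSO | detection = Kinase-Glo luminescence, ATP depletion format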
Scp-1 inhibitor: Scp-1 phosphatase inhibitors, primary screen, biochemical, colorimetric, uHTS; Carboxy-terminal domain RNA polymerase II polypeptide A small phosphatase 1 (Homo …; Recombinant Scp1, phosphopeptide, malachite green phosphate absorbance; inhibition, % at 20 µM; 340,000 tested, 0.88% active;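 active = inhibition above about 50% at 20 µM, limit read from the data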;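 also: plate controls were DMSO wells with enzyme for no effect and wells lacking enzyme for full effect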
Target sequence (Q9GZU7 76-261 limits assumed): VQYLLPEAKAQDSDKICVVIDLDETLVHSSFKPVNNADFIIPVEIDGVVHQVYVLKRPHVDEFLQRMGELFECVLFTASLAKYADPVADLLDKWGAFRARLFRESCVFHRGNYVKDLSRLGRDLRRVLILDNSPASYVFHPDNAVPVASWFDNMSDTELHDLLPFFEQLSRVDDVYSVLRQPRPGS
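System: SCP-1 catalytic domain; Reagent: Phospho 17-mer peptide substrate; Doses: one concentration, 20 µM, with 1.0% DMSO; Incubation: 45 min room-temperature reaction, 5 min colour, 30 min stabiliser; Signal: Phosphate-binding colour reagent, absorbance read at 630 nm.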
STEP block: STEP phosphatase inhibitors, primary screen, biochemical, fluorescence intensity, uHTS; inhibition, % at 20 µM; recombinant STEP, OMFP fluorogenic substrate; AID 588621, 2011; 360,000 tested, 0.25% active; Tyrosine-protein phosphatase non-receptor type 5 (Homo sapiens), P54829;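 active = inhibition at 20 µM, scaled per plate between control wells, above about 37%, limit read from the data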;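 also: 0% = DMSO with enzyme and substrate and 100% = substrate only without enzyme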
Target sequence (P54829 whole entry, looked up): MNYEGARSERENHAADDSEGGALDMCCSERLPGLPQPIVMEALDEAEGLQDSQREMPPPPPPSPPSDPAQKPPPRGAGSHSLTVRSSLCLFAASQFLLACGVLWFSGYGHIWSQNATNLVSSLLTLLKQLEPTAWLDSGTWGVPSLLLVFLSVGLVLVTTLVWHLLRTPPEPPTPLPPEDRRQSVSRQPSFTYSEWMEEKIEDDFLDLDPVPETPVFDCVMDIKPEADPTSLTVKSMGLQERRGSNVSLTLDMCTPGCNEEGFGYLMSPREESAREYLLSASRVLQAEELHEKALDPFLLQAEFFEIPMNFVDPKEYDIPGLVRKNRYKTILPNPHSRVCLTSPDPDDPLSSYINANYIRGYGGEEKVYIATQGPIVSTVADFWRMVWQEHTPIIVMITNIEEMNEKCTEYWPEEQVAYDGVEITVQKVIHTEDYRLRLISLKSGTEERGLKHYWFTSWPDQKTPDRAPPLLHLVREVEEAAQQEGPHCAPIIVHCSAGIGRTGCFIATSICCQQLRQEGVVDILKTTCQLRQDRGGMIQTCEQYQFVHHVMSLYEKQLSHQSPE
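Assay system: isolated STEP enzyme / Timing: 20 min at room temperature, dark / Doses: 20 µM, 1% DMSO / Technique: fluorescence intensity, excitation 480 nm, emission 540 nm / Reagent: fluorogenic phosphatase substrate OMFP at 25 µM final / Measure: percent inhibition scaled to no-enzyme and uninhibited-enzyme controls, plate-pattern corrected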
Rpn11 inh: Rpn11 (PSMD14) deubiquitinase inhibitors, primary screen, biochemical, fluorescence polarization, uHTS; 26S proteasome non-ATPase regulatory subunit 14 (Homo sapiens), O00487; human 26S proteasome, Ub4-pepOG fluorescence polarization; 20S core pre-blocked with epoxomicin; calls only at 20 µM; 360,000 tested, 0.59% active;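 active = inhibition at 20 µM, scaled to each plate's controls, above about 33%, limit read from the data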
CSN inh: inhibitors of CSN-mediated cullin deneddylation, primary screen, biochemical, fluorescence polarization, uHTS; COP9 signalosome complex subunit 5 (Homo sapiens), Q92905; Purified CSN, SCF-Nedd8-OG deneddylation; inhibition, % at 12.5 µM; 360,000 tested, 0.38% active;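 active = pattern-corrected inhibition above about 35%, with an unprinted fluorescence ratio check between 0.5 and 1.5, limit read from the data, passing the limit was not always enough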;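 also: 0% = enzyme with substrate and 100% = substrate without enzyme; some results filed as inactive read as strong as hits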
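test system = HEK293T-derived human Csn5 enzyme | amount = 0.24 nM Csn5 enzyme, final concentration | medium = Tris/NaCl/DTT buffer, pH 7.5 | schedule = 90 min reaction at room temperature | signal = FP | evaluation = inhibition of Csn5 cleavage, % | compound dosing = single dose of 12.5 µM compound with 0.25% DMSO | probe or stimulus = 10 nM SCFSkp2-Nedd8OG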
NadD block: inhibitors of S. aureus NadD, primary screen, biochemical, colorimetric, uHTS; inhibition, % at 20 µM; purified NadD enzyme, colorimetric absorbance read-out; 360,000 tested, 0.78% active; Nicotinate-nucleotide adenylyltransferase NadD (Staphylococcus aureus N315); in the data active = inhibition above about 26%; also: some compounds past the cut are filed as inactive
LMPTP inh: LMPTP phosphatase inhibitors, primary screen, biochemical, fluorescence intensity, uHTS; Low molecular weight phosphotyrosine protein phosphatase (Homo sapiens), P24666; 360,000 tested, 0.22% active; AID 651560, 2012; recombinant LMPTP-A, OMFP fluorogenic substrate; inhibition, % at 20 µM;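 active = compounds that cut the enzyme signal by at least half of the control window in the single-dose screen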;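 also: plate controls were DMSO wells with enzyme plus substrate for no effect and substrate without enzyme for full effect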
Target sequence (P24666 whole entry, looked up): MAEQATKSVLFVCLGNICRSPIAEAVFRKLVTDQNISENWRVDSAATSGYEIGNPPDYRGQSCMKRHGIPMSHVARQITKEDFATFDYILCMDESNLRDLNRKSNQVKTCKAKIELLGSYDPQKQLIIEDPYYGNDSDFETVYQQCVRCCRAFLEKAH
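Assay system: LMPTP-A enzyme. Input: 0.625 nM LMPTP-A final. Probe or stimulus: 400 µM OMFP. Compound dosing: single 20 µM dose. Schedule: 50 min dark incubation at room temperature. Detection: fluorescence intensity of OMFP turnover product. Read-out: percent inhibition versus substrate-only and uninhibited controls. Benchmarks: no-enzyme low control, uninhibited high control.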
SUMO1-SIM PPI: modulators of SUMO1 protein-protein interactions, primary screen, biochemical, uHTS. Small ubiquitin-related modifier 1 (Homo sapiens), P63165. SUMO1 binding to a labelled peptide, TR-FRET, 1 h. inhibition, % at 20 µM. 360,000 tested, 0.33% active. AID 602429, 2012; in the data active = inhibition above about 37%
Target sequence (P63165 whole entry, looked up): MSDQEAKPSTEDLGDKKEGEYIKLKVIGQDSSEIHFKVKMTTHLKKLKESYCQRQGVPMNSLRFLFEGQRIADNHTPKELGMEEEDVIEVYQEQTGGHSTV
DNMT1 inh: human DNMT1 methyltransferase inhibitors, primary screen, biochemical, molecular beacon, fluorescence, HinP1I cleavage, uHTS. DNA (cytosine-5)-methyltransferase 1 (Homo sapiens), P26358. inhibition (reported as % activation of signal), % at 10 µM. 360,000 tested, 0.83% active; in the data active = inhibition above about 50%
Numbers without * were called inactive.

Screening CC(C)OC(=O)c1ccc(Cn2nnc3ccccc3c2=O)cc1 returned PABP1 MLLE inh -2, TbMetRS inhib -0.2, Scp-1 inhibitor -7, STEP block 2, Rpn11 inh inactive, CSN inh 0, NadD block -10, LMPTP inh 0.8, SUMO1-SIM PPI -8 and DNMT1 inh 6.
For COc1ccc(Oc2ccc(/C=C/C(=O)c3cccc(OC)c3)cc2[N+](=O)[O-])cc1 the results were PABP1 MLLE inh 5, TbMetRS inhib -0.2, Scp-1 inhibitor -17, STEP block 2, Rpn11 inh inactive, CSN inh 10, NadD block 0, LMPTP inh 2.3, SUMO1-SIM PPI -5 and DNMT1 inh 9.
`Cc1cccc(C)c1NC(=O)CN(C)C(=O)c1ccccc1C(=O)N(C)Cc1ccccc1` gave PABP1 MLLE inh -14, TbMetRS inhib 3.2, Scp-1 inhibitor -1, STEP block -1, Rpn11 inh inactive, CSN inh -1, NadD block 2, LMPTP inh -0.3, SUMO1-SIM PPI 3 and DNMT1 inh 3.
`COc1ccc(N(CC(=O)N/N=C/c2cc(OC)ccc2OC)S(=O)(=O)c2ccccc2)cc1` gave PABP1 MLLE inh 3, TbMetRS inhib -0.5, Scp-1 inhibitor -7, STEP block 2, Rpn11 inh inactive, CSN inh 4, NadD block 0, LMPTP inh 2.8, SUMO1-SIM PPI 3 and DNMT1 inh -5.
Screening Cc1c(N2C(=O)c3ccccc3C2(O)c2ccccc2)c(=O)n(-c2ccccc2)n1C (stereo not drawn) returned PABP1 MLLE inh -2, TbMetRS inhib -0.9, Scp-1 inhibitor -1, STEP block 0, Rpn11 inh inactive, CSN inh 1, NadD block 0, LMPTP inh -1.6, SUMO1-SIM PPI -2 and DNMT1 inh 10.
For Cc1ccc(C(=O)Nc2ccc(S(=O)(=O)Nc3cnc4ccccc4n3)cc2)cc1 the results were PABP1 MLLE inh 0, TbMetRS inhib 0.7, Scp-1 inhibitor -10, STEP block -4, Rpn11 inh inactive, CSN inh 6, NadD block 2, LMPTP inh 1.5, SUMO1-SIM PPI 4 and DNMT1 inh -1.
Screening CCc1nccn1CCC(=O)N1CCc2c([nH]c3ccccc23)C1CC(C)C (stereo not drawn) returned PABP1 MLLE inh 4, TbMetRS inhib -0.6, Scp-1 inhibitor -14, STEP block 1, Rpn11 inh inactive, CSN inh -2, NadD block -7, LMPTP inh 0.1, SUMO1-SIM PPI 1 and DNMT1 inh -7.
For CC(=O)c1ccc(S(=O)(=O)N2CCC(Oc3ccc(-n4cnnn4)cc3)CC2)cc1 the results were PABP1 MLLE inh 0, TbMetRS inhib 0.2, Scp-1 inhibitor -5, STEP block 1, Rpn11 inh inactive, CSN inh 3, NadD block -2, LMPTP inh 9.7, SUMO1-SIM PPI 1 and DNMT1 inh 5.
For Cc1cc(N)n(-c2ccc(C)c(C)c2)n1 the results were PABP1 MLLE inh -5, TbMetRS inhib -1.3, Scp-1 inhibitor -8, STEP block -2, Rpn11 inh inactive, CSN inh 0, NadD block -4, LMPTP inh -0.8, SUMO1-SIM PPI -2 and DNMT1 inh -3.
`Cc1cc(C)c2c(c1)cc(C)c1nnc(SCC(=O)N3CCCc4ccccc43)n12` gave PABP1 MLLE inh 18, TbMetRS inhib 1.0, Scp-1 inhibitor 7, STEP block -4, Rpn11 inh inactive, CSN inh -5, NadD block 3, LMPTP inh 0.1, SUMO1-SIM PPI 2 and DNMT1 inh 0.
COC(C(=O)Nc1ccnn1C1CCN(Cc2nccs2)CC1)c1ccccc1 (stereo not drawn) was read as PABP1 MLLE inh 1, TbMetRS inhib 0.1, Scp-1 inhibitor 14, STEP block -2, Rpn11 inh inactive, CSN inh 4, NadD block 2, LMPTP inh -0.7, SUMO1-SIM PPI 1 and DNMT1 inh 2.
COc1ccc(S(=O)(=O)N2CCCC2CNC(=O)C(=O)Nc2ccc(F)cc2)cc1 (stereo not drawn) was read as PABP1 MLLE inh 8, TbMetRS inhib -0.3, Scp-1 inhibitor -11, STEP block -2, Rpn11 inh inactive, CSN inh 5, NadD block -9, LMPTP inh -0.2, SUMO1-SIM PPI 0 and DNMT1 inh -8.
`Cc1cc(F)ccc1S(=O)(=O)Nc1ccccc1C(=O)NC1CCN(Cc2ccccc2)CC1` gave PABP1 MLLE inh -14, TbMetRS inhib -0.4, Scp-1 inhibitor 3, STEP block 5, Rpn11 inh inactive, CSN inh 0, NadD block -1, LMPTP inh -1.7, SUMO1-SIM PPI -1 and DNMT1 inh -7.
`C=CCOC(=O)C1=C[C@H](C2CCCCC2)[C@@H](CCCO)[C@H](OCC)O1` gave PABP1 MLLE inh 0, TbMetRS inhib -0.2, Scp-1 inhibitor -9, STEP block 0, Rpn11 inh inactive, CSN inh -1, NadD block -4, LMPTP inh 0.7, SUMO1-SIM PPI 0 and DNMT1 inh 6.
`CCOc1ccc(C(=O)N(CC(=O)Nc2cccc(C)c2C)CC2CCCO2)cc1OC` (stereo not drawn) gave PABP1 MLLE inh -16, TbMetRS inhib -0.3, Scp-1 inhibitor -6, STEP block 0, Rpn11 inh inactive, CSN inh 0, NadD block -1, LMPTP inh -1.8, SUMO1-SIM PPI 5 and DNMT1 inh 5.
For CC(C)N(Cc1ccccc1)C(=S)Nc1ccc(OC(F)F)cc1 the results were PABP1 MLLE inh -82, TbMetRS inhib -0.5, Scp-1 inhibitor 10, STEP block 1, Rpn11 inh inactive, CSN inh 4, NadD block 6, LMPTP inh -0.1, SUMO1-SIM PPI -2 and DNMT1 inh -4.
`Nc1ncc(C(=O)O)c(-c2ccccc2)n1` gave PABP1 MLLE inh 3, TbMetRS inhib 0.2, Scp-1 inhibitor -5, STEP block -2, Rpn11 inh inactive, CSN inh 3, NadD block 3, LMPTP inh -0.7, SUMO1-SIM PPI -3 and DNMT1 inh -3.
For O=C(CN1C(=O)c2ccccc2C1=O)NC1CCCCCC1 the results were PABP1 MLLE inh -8, TbMetRS inhib -0.2, Scp-1 inhibitor 1, STEP block 0, Rpn11 inh inactive, CSN inh 2, NadD block 2, LMPTP inh -0.5, SUMO1-SIM PPI -4 and DNMT1 inh -2.
For CN(CC(=O)Nc1cccc(F)c1)CC(=O)NC(c1ccccc1)c1ccccc1 the results were PABP1 MLLE inh -4, TbMetRS inhib -0.6, Scp-1 inhibitor 2, STEP block -1, Rpn11 inh inactive, CSN inh 2, NadD block -1, LMPTP inh 1.2, SUMO1-SIM PPI 0 and DNMT1 inh 6.
COc1ccc(C(=O)/C=C/c2cccnc2)c(OC)c1 was read as PABP1 MLLE inh -14, TbMetRS inhib -1.1, Scp-1 inhibitor -2, STEP block -3, Rpn11 inh inactive, CSN inh 4, NadD block -2, LMPTP inh 0.1, SUMO1-SIM PPI -7 and DNMT1 inh 1.
Cc1ccc2cccc(OCCOCCOc3ccccc3Br)c2n1 was read as PABP1 MLLE inh 7, TbMetRS inhib -0.8, Scp-1 inhibitor -1, STEP block 1, Rpn11 inh inactive, CSN inh -3, NadD block 2, LMPTP inh 1.7, SUMO1-SIM PPI -5 and DNMT1 inh 3.
For Cc1cc(C(=O)N/N=C/c2ccc3c(c2)OCO3)c(C)o1 the results were PABP1 MLLE inh 11, TbMetRS inhib -1.6, Scp-1 inhibitor -2, STEP block 0, Rpn11 inh inactive, CSN inh -4, NadD block -5, LMPTP inh 0.7, SUMO1-SIM PPI -11 and DNMT1 inh -1.
Screening COc1ccc(C2c3[nH]c4ccccc4c3C[C@H]3C(=O)N(c4ccccc4C(=O)N4CCC[C@@H]4C(=O)O)C(=O)N23)cc1 (stereo partly drawn) returned PABP1 MLLE inh -3, TbMetRS inhib 3.0, Scp-1 inhibitor 1, STEP block 1, Rpn11 inh inactive, CSN inh -1, NadD block 12, LMPTP inh -1.9, SUMO1-SIM PPI 6 and DNMT1 inh -5.
`OCC(O)[C@@H](O[C@H]1O[C@H](CO)[C@@H](O)[C@H](O)[C@H]1O)[C@H](O)[C@@H](O)CO` (stereo partly drawn) gave PABP1 MLLE inh 9, TbMetRS inhib -0.1, Scp-1 inhibitor -11, STEP block 4, Rpn11 inh inactive, CSN inh 2, NadD block 0, LMPTP inh -0.5, SUMO1-SIM PPI 4 and DNMT1 inh 2.
`CN(C)CC[C@@H](c1ccc(Br)cc1)c1ccccn1` gave PABP1 MLLE inh 7, TbMetRS inhib 0.7, Scp-1 inhibitor -3, STEP block 0, Rpn11 inh inactive, CSN inh -2, NadD block 3, LMPTP inh -1.8, SUMO1-SIM PPI 1 and DNMT1 inh 1.

Quoted at random: 2 compounds from above, in no set order.
`C=CCOC(=O)C1=C[C@H](C2CCCCC2)[C@@H](CCCO)[C@H](OCC)O1` gave PABP1 MLLE inh 0, TbMetRS inhib -0.2, Scp-1 inhibitor -9, STEP block 0, Rpn11 inh inactive, CSN inh -1, NadD block -4, LMPTP inh 0.7, SUMO1-SIM PPI 0 and DNMT1 inh 6.
`Nc1ncc(C(=O)O)c(-c2ccccc2)n1` gave PABP1 MLLE inh 3, TbMetRS inhib 0.2, Scp-1 inhibitor -5, STEP block -2, Rpn11 inh inactive, CSN inh 3, NadD block 3, LMPTP inh -0.7, SUMO1-SIM PPI -3 and DNMT1 inh -3.

Compound activity as filed in PubChem BioAssay.

Rows were taken by chance. Share with any hit: about 3.6%.
